Screening data: PubChem BioAssay, several laboratories
Hsp70 act: Hsp70 transcriptional activators, primary screen, cell-based, HeLa, Hsp70 promoter luciferase, luminescence, 10 µM; activation, % at 10 µM; 200,000 compounds, 0.04% hits; HeLa Hsp70 promoter luciferase reporter; scaled: vehicle 0, proteasome-inhibitor control 100%;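 active = activation above the mean across all tested compounds plus 3 SD, cutoff set per campaign, cut at about 5.5% in these data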;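 note: 100% = MG132 at 30 µM as the positive control and 0% = DMSO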
APP 5'UTR act: activators of APP 5'UTR luciferase reporter, primary screen, SH-SY5Y cells; activation, % at 2 µM; 190,000 compounds, 1% hits; AID 1276, 2008; SH-SY5Y APP 5'UTR luciferase reporter, luminescence; zero percent = DMSO vehicle wells;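 active = activation above a set limit, based on mean plus 3 SD of controls, cut at about 140% in these data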; note: values of inactives mirror those of a sister screen read the other way
DTT redox prof: compounds producing H2O2 with reducing agent – biochemical, NIH compound library profiling, artefact control for MLSCN library redox annotation, primary screen; DTT-dependent redox cycling H2O2, phenol red/HRP absorbance; 100% = 100 µM peroxide control, 0% = buffer; activation, % at 10 µM; 200,000 compounds, 0.03% hits; AID 878, 2007;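 active = activation of at least 50% relative to the plate's high and low controls in the primary single-dose screen; inactive = activation below 50%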;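 note: compound incubated with DTT at 0.8 mM final as the reducing agent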
STAT1 activator: STAT1 signaling activators, primary screen, cell-based, HTS, luciferase reporter; 200,000 compounds, 2.6% hits; NIH 3T3 STAT1-luciferase reporter, IFN-gamma, luminescence; 100% = IFN-gamma alone, no compound; AID 932, 2007; activation (% of control), % at 5.5 µM;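 active = activation above the screen-wide mean activation plus 3 SD, cut at about 130% in these data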;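 note: raw ratio to IFN-gamma control signal so 100% means no change and 0% no light; values of inactives mirror those of a sister screen read the other way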
FLuc inh counter: firefly luciferase enzyme inhibitors, primary screen, artefact control for luciferase-based inhibitor screens, biochemical, luminescence, ATPLite; Luciferin 4-monooxygenase (Photinus pyralis), P08659; 10 min; inhibition, % at 10 µM; 200,000 compounds, 1.5% hits; AID 1006, 2008;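 active = inhibition above about 50% when tested at 10 µM, limit read from the data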
Target sequence (P08659 whole entry, looked up): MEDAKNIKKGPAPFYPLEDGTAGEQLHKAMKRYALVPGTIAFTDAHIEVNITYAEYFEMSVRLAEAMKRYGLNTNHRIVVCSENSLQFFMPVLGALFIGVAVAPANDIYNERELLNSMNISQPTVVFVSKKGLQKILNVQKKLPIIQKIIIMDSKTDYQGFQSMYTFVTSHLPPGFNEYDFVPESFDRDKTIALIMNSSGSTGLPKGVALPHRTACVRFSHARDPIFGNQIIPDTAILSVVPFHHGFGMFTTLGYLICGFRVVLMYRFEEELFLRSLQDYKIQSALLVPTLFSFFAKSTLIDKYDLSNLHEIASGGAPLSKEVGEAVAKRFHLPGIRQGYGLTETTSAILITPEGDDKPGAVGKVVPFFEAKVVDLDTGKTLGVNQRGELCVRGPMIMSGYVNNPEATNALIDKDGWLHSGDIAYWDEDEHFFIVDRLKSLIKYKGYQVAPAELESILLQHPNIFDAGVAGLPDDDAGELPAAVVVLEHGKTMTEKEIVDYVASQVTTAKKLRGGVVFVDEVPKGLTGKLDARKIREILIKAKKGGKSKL
FLuc act counter: FLuc activators, initial screening, artefact control for FLuc-dependent activation tests, biochemical, ATPlite luminescence. Luciferin 4-monooxygenase (Photinus pyralis), P08659. ATPlite luciferase biochemical, 10 min; 0 = ATP-free wells, 1 = DMSO control. activation factor at 10 µM. 200,000 tested, under 10 active. AID 1027, 2008;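 active = luciferase activation factor, scaled between plate controls, of at least 2 with compound at 10 µM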
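Material: Luciferase/luciferin reagent mix; Doses: test compounds dosed from 2 mM stocks in 100% DMSO; Schedule: 10 min incubation after luciferase reagent addition, room temperature; Measured by: luminescence from luciferase reaction; Read-out: luminescence gain marking luciferase activators.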
HMGR II inh: inhibitors of E. faecalis class II HMGR, primary screen, biochemical, Enterococcus faecalis; HMG-CoA reductase (Enterococcus faecalis, mvaE); purified E. faecalis HMGR, NADPH absorbance 340 nm kinetic; inhibition, % at 10 µM; 190,000 compounds, 0.41% hits;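 active = inhibition above a set limit, the median over all tested compounds plus 3 SD, cut at about 9.5% in these data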;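 note: enzyme runs in reverse so mevalonate oxidation gives rising NADPH absorbance; 0% = complete reaction with DMSO and 100% = background rate lacking mevalonate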
APP transl inh: inhibitors of APP translation via 5'UTR reporter, primary screen, APP 5'UTR luciferase, SH-SY5Y cells; SH-SY5Y APP 5'UTR-luciferase reporter, luminescence; inhibition, % at 2 µM; 190,000 compounds, 0.82% hits;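 active = inhibition above a set limit, derived from the sample mean plus 3 SD, cut at about 45% in these data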; note: values of inactives mirror those of a sister screen read the other way
NF-kB neuron act: activators of NF-kB expression in neurons, primary screen, cell-based, HTS; human neuronal cells, NF-kB reporter expression; hits give high values; AID 1239, 2008; 190,000 compounds, 1.6% hits; fold change at 12.5 µM; in the data active = fold change above about 3.3
G6PDH CS: L. mesenteroides G6PDH inhibitors, counter-screen for G6PDH-coupled screening assays, biochemical, Leuconostoc mesenteroides enzyme | Purified L. mesenteroides G6PDH, diaphorase/resazurin coupled fluorescence, 45 min | 200,000 compounds, 0.12% hits | glucose-6-phosphate dehydrogenase [Leuconostoc mesenteroides] | inhibition, % at 5 µM; in the data active = inhibition above about 50%
Starred values were filed as active, the others as inactive.

[1] O=C1NC(=S)N/C1=C/c1cc([N+](=O)[O-])ccc1N1CCOCC1
[2] Cc1ccc(OCCC(=O)OCC(=O)Nc2cc(S(=O)(=O)N(C)C)ccc2C)cc1
[3] CCc1c(C)sc(NC(=O)Cn2nc(C(F)(F)F)c3c2CCCC3)c1C#N
[4] CCOC(=O)N1CCC(NC(=O)CS(=O)(=O)Cc2nc(-c3cccc(OC)c3)oc2C)CC1
[5] O=C(NCCc1ccccc1)C1CCN(S(=O)(=O)c2ccc(-c3nn[nH]n3)cc2)CC1
[6] Nc1nnnn1/N=C/c1ccccc1OCc1ccc(Cl)cc1Cl
[7] Cc1cc(OCCCCNC(C)C)cc(C(C)C)c1
[8] CC(C)C1=C2OC(N)=C(C#N)C(C#N)=C2C(C)CC1 (centres undefined)

assay / entry	1	2	3	4	5	6	7	8
Hsp70 act	-0.2	-0.2	-0.1	0.3	0.9	0.3	-0.2	0.1
APP 5'UTR act	-29	-9	1	13	7	4	1	5
DTT redox prof	-0.3	-0.1	0.5	0.5	1.5	1.0	-0.6	1.9
STAT1 activator	111	102	99	99	93	102	99	90
FLuc inh counter	0	58*	-4	-7	-1	-6	-2	-4
FLuc act counter	1	0.4	1	1.1	1	1.1	1	1
HMGR II inh	-6	6	0	-2	-6	-6	-2	2
APP transl inh	29	9	-1	-13	-7	-4	-1	-5
NF-kB neuron act	1	1.1	1.4	0.93	1.2	1.1	1.1	1.2
G6PDH CS	4	-1	-17	-5	14	1	6	9

Next section; it opens with the two that closed the last part.
[7] Cc1cc(OCCCCNC(C)C)cc(C(C)C)c1
[8] CC(C)C1=C2OC(N)=C(C#N)C(C#N)=C2C(C)CC1 (centres undefined)
[9] Cc1ccc(CNC(=O)C(NS(=O)(=O)c2ccc3nc(C)sc3c2)C(C)C)cc1 (centres undefined)
[10] COC(=O)N/N=C(\C)c1ccc(C)c([N+](=O)[O-])c1
[11] CCNc1ccc(C(=O)OCC(=O)NCCN2C(=O)CSC2=O)cc1[N+](=O)[O-]
[12] CCOC(=O)c1cc(C(=O)OCC)cc(-n2c(C)cc(C(=O)CN3CCOCC3)c2C)c1
[13] O=S1(=O)C=C(SCc2cccc(Cl)c2)Nc2ccccc21
[14] COc1ccc(NC(=S)NC(=O)CC(C)C)c(OC)c1
[15] COc1ccc(CCNC(=O)CSc2cc(=O)[nH]c(N)n2)cc1OC
[16] COc1ccc(N2CC(O)=C(c3nc(-c4ccc(F)cc4)cs3)C2=N)cc1Cl

assay / entry	7	8	9	10	11	12	13	14	15	16
Hsp70 act	-0.2	0.1	0.0	-0.4	0.1	-0.2	-0.1	0.2	-0.2	-0.3
APP 5'UTR act	1	5	-3	5	8	-7	-1	6	-6	1
DTT redox prof	-0.6	1.9	-0.7	-0.3	-0.6	3.6	-7.3	0.1	1.8	0.7
STAT1 activator	99	90	96	109	98	101	98	112	95	102
FLuc inh counter	-2	-4	-7	12	-2	0	-7	32	0	-3
FLuc act counter	1	1	1.1	0.9	1	1	1.1	0.7	1	1
HMGR II inh	-2	2	1	7	0	0	3	-6	-3	-12
APP transl inh	-1	-5	3	-5	-8	7	1	-6	6	-1
NF-kB neuron act	1.1	1.2	1.1	1.4	1.2	1.7	1.1	1.4	1	1.2
G6PDH CS	6	9	0	16	3	10	13	1	5	-4

[17] O=C(NCCNCCO)c1c(O)c2cccc3c2n(c1=O)CCC3
[18] O=C1C2(c3ccccc3)CN(CCCO)CC1(c1ccccc1)CN(CCCO)C2
[19] CCCCOc1ccc(N2C(=O)CC(NCc3ccncc3)C2=O)cc1 (centres undefined)
[20] COc1cccc(OCc2nc3c4cnn(-c5ccccc5)c4ncn3n2)c1
[21] COc1ccc(-n2cnnc2SCc2ncc(-c3ccccc3)o2)cc1
[22] Cc1cc(C)c(C#N)c(SCC(=O)c2cccs2)n1
[23] O=C(CNc1ccccc1)N/N=C/c1cn(-c2ccccc2)nc1-c1ccccc1
[24] CCOC(=O)COc1nc(C)c(Br)c(OC)n1

assay / entry	17	18	19	20	21	22	23	24
Hsp70 act	-0.3	-0.1	-0.3	-0.3	-0.3	2.0	0.0	-0.1
APP 5'UTR act	1	10	-25	-9	8	5	11	-8
DTT redox prof	0.4	0.5	-0.3	0.1	-0.3	-0.1	0.8	-0.2
STAT1 activator	103	103	101	99	119	123	103	99
FLuc inh counter	-1	-6	4	-5	-7	-5	0	-9
FLuc act counter	1	1.1	1	1	1.1	1	1	1.1
HMGR II inh	1	-2	0	-1	-2	0	-3	3
APP transl inh	-1	-10	25	9	-8	-5	-11	8
NF-kB neuron act	0.54	1.2	1.1	1.1	1.2	1.4	0.64	1.3
G6PDH CS	27	-1	10	-76	2	6	13	4

Grouped by structure: those above containing a Cl atom
[6] Nc1nnnn1/N=C/c1ccccc1OCc1ccc(Cl)cc1Cl
[13] O=S1(=O)C=C(SCc2cccc(Cl)c2)Nc2ccccc21
[16] COc1ccc(N2CC(O)=C(c3nc(-c4ccc(F)cc4)cs3)C2=N)cc1Cl

assay / entry	6	13	16
Hsp70 act	0.3	-0.1	-0.3
APP 5'UTR act	4	-1	1
DTT redox prof	1.0	-7.3	0.7
STAT1 activator	102	98	102
FLuc inh counter	-6	-7	-3
FLuc act counter	1.1	1.1	1
HMGR II inh	-6	3	-12
APP transl inh	-4	1	-1
NF-kB neuron act	1.1	1.1	1.2
G6PDH CS	1	13	-4

(list continues)
[25] CCOC(=O)C(=Cc1ccc(OCc2ccc([N+](=O)[O-])cc2)c(OC)c1)C(=O)OCC
[26] COC(C(=O)Nc1ccc(Cl)cc1C)c1ccccc1 (centres undefined)
[27] O=C(COc1cc(Cl)c(Cl)cc1Cl)NC(=O)Nc1ccc2c(c1)OCCO2
[28] COc1ccc(C[C@H]2CN3C(=NC[C@@H]3Cc3ccccc3)N2CCNC(=O)c2ccc(C)c(Br)c2)cc1
[29] CCN(c1ccccc1)S(=O)(=O)c1ccc(Cl)c(NC(=O)COC(=O)C2CC2C)c1 (centres undefined)
[30] CCOC(=O)COc1cccc2c(=O)n(CC(=O)NCCc3ccccc3)ccc12
[31] CC(NC(=O)CCC(=O)NC(C)C1COc2ccccc2O1)C1COc2ccccc2O1 (centres undefined)
[32] Cc1ccc2nc(-c3ccccc3O)c(Nc3ccc4c(c3)OCCO4)n2c1

assay / entry	25	26	27	28	29	30	31	32
Hsp70 act	-0.2	0.0	0.0	0.0	-0.3	-0.1	0.2	-0.3
APP 5'UTR act	10	-1	17	-16	2	-12	-4	7
DTT redox prof	-1.7	-0.3	-0.1	-0.2	-1.5	0.3	0.2	-0.4
STAT1 activator	113	94	105	88	87	93	97	100
FLuc inh counter	1	-8	13	-3	-7	-6	-1	-6
FLuc act counter	1	1.1	0.9	1	1.1	1.1	1	1.1
HMGR II inh	0	2	-5	-7	0	-6	-2	4
APP transl inh	-10	0	-17	16	-2	12	4	-8
NF-kB neuron act	3.6*	1.1	2.2	0.86	1.1	0.95	1	1.2
G6PDH CS	-51	-4	8	6	6	10	10	3

[33] O=C(Nn1c(-c2ccc(F)cc2)nc2ccccc2c1=O)C1CCCCC1
[34] COC(=O)CNC(=O)Cn1nc(C)c([N+](=O)[O-])c1C
[35] CN(C)c1cc[n+](Cc2c(Cl)cccc2Cl)cc1
[36] CC(=O)Nc1c(C(=O)N2CCCCCC2)cnn1-c1ccccc1Cl
[37] Cc1cc(NC(=O)CCC(=O)NNC(=O)c2ccc(C(C)(C)C)cc2)no1
[38] Cc1cc(C)nc(SCCC(=O)Nc2ccc(F)cc2)n1
[39] O=C(C1CCCO1)N1N=C(c2ccc(Br)cc2)CC1c1ccco1 (centres undefined)
[40] O=C(CN1CCN(c2ncc(C(F)(F)F)cc2Cl)CC1)N1CCN(c2ncc(C(F)(F)F)cc2Cl)CC1

assay / entry	33	34	35	36	37	38	39	40
Hsp70 act	-0.3	0.1	-0.4	0.4	-0.1	0.2	-0.4	0.2
APP 5'UTR act	-1	-4	-2	1	9	20	-1	14
DTT redox prof	0.1	-1.7	0.8	0.7	0.0	0.0	0.2	-0.1
STAT1 activator	98	105	91	101	117	100	102	95
FLuc inh counter	-3	-1	-9	0	78*	-7	-6	-2
FLuc act counter	1	1	1.1	1	0.2	1.1	1.1	1
HMGR II inh	-8	3	-10	-1	0	-2	-6	0
APP transl inh	1	4	2	-1	-9	-20	1	-14
NF-kB neuron act	1.2	1.1	0.85	1.1	1.3	1.1	1.1	0.43
G6PDH CS	6	-6	6	9	3	7	6	14

[41] COC(=O)C1=C(C)N(Cc2ccco2)C(=O)N[C@H]1c1ccc(Br)cc1
[42] CCCCC(O)(CCCC)C(=O)NN(C(=O)CCl)c1ccccc1
[43] CC(C)CC(=O)NNC(=O)c1ccc(Cl)cc1
[44] COc1ccc(/C=N/Nc2ncc(C(F)(F)F)cc2Cl)c(OC)c1OC
[45] O=C(CSc1nc2ccc([N+](=O)[O-])cc2[nH]1)NC1CCCCC1
[46] Fc1ccc(OCCOCCOc2cccc3[nH]ccc23)cc1
[47] Cc1ccc2oc(=O)c3cnn(CC(=O)NC4CCCCC4C)c3c2c1 (centres undefined)
[48] Cc1ccc(NC(=O)c2c(C)nn(-c3ccccc3)c2Cl)c(C)c1

assay / entry	41	42	43	44	45	46	47	48
Hsp70 act	-0.5	-0.4	0.2	-0.3	0.1	0.1	-0.5	0.1
APP 5'UTR act	-8	16	-19	-18	2	11	-4	-2
DTT redox prof	0.5	0.1	-0.1	-0.7	1.4	-1.0	-1.1	1.9
STAT1 activator	100	92	104	97	96	92	101	113
FLuc inh counter	-1	0	-6	-2	-1	-4	-4	6
FLuc act counter	1	1	1.1	1	1	1	1	0.9
HMGR II inh	-4	-4	-7	-5	2	-7	-4	-1
APP transl inh	8	-16	19	18	-2	-11	4	2
NF-kB neuron act	1	4.9*	1.3	1.3	0.63	1	1.1	1.3
G6PDH CS	8	-4	10	7	6	6	3	13

[49] CN(C)c1ccc(NC(N)=S)cc1
[50] CCC(=O)N1CCN(C(C)=O)C1c1ccccc1 (centres undefined)
[51] Cc1nc(NCc2ccc3c(c2)OCO3)c2oc3ccccc3c2n1
[52] O=C(N/N=C/c1ccccc1)c1ccc(CN2C(=O)c3cccc4cccc2c34)cc1
[53] CNC(=O)/C(C#N)=C/c1c(N2CC(C)OC(C)C2)nc2ccccn2c1=O (centres undefined)

assay / entry	49	50	51	52	53
Hsp70 act	-0.2	0.0	-0.1	-0.3	0.0
APP 5'UTR act	-9	6	18	-13	5
DTT redox prof	0.4	0.4	0.9	-0.1	-0.1
STAT1 activator	110	100	102	98	100
FLuc inh counter	-1	-7	-3	-4	-1
FLuc act counter	1	1.1	1	1	1
HMGR II inh	-6	-1	-4	-1	-2
APP transl inh	9	-6	-18	13	-5
NF-kB neuron act	0.98	1.5	1.1	1.1	1
G6PDH CS	13	-9	0	-1	10
